Screening data deposited in PubChem BioAssay by several laboratories.
DUSP3 inh = blocks human VHR1 dual specificity phosphatase; 0.52% of 290,000 active; recombinant VHR phosphatase, pNPP absorbance; P51452; inhibition, % at 13.3 µM; in the data active = inhibition above about 50%; note: some compounds called inactive have numbers as strong as hits
Target sequence (P51452 whole entry, looked up): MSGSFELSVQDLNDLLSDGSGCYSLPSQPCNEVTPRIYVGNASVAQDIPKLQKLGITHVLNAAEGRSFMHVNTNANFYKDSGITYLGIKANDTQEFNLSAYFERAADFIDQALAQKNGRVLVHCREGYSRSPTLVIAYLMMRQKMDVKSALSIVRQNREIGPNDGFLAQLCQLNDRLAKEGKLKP
CCHFV vOTU inh = blocks the CCHF virus ovarian tumor domain protease | AID 651958 | 0.55% of 370,000 active | inhibition, % at 11.5 µM | CCHFV vOTU protease, Pep-AMC fluorescence; in the data active = inhibition above about 30%; note: 0% = vehicle wells with enzyme and 100% = no enzyme wells
PrPC TRFRET = inhibitors of human cell surface prion protein PrPC | P04156 | inhibition, % at 13.8 µM | 0.43% of 370,000 active | TR-FRET read-out; in the data active = inhibition above about 24%; note: 0% = median of the test wells and 100% = reference compound wells
Rv3671c inh = Rv3671c (M. tuberculosis) protease inhibition. P9WHR9. inhibition, % at 5.96 µM. 0.048% of 320,000 active. AID 2606; in the data active = inhibition above about 38%;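 note: extracellular domain of Rv3671c used as enzyme; 0% = enzyme with DMSO and 100% = no enzyme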
Target sequence (P9WHR9 whole entry, looked up, the tested form may be a part): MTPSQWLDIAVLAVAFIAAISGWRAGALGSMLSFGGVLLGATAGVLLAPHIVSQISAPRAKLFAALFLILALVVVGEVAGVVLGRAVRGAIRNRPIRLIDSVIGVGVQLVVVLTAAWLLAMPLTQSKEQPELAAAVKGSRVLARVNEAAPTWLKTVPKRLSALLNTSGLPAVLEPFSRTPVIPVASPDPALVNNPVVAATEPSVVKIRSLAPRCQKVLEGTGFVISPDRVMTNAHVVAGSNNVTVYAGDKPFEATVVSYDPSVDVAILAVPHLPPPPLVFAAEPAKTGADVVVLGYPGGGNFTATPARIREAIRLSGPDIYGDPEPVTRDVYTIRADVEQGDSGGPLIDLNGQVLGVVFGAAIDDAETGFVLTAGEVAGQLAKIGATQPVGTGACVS
BoNT A protease = BoNT A light chain protease inhibition; multiplex microsphere protease substrate cleavage, flow cytometry; inhibition, % at 10 µM; 0.17% of 360,000 active; AID 588499; note: plate controls were buffer without enzyme for full effect and enzyme alone for no effect
Anthrax LF prot = blocks Bacillus anthracis lethal factor protease; multiplex microsphere protease cleavage assay, LF; P15917; AID 588501; 0.12% of 360,000 active; inhibition, % at 10 µM; note: plate controls were buffer without enzyme for full effect and enzyme alone for no effect
BoNT F protease = blocks Botulinum neurotoxin F light chain protease; Multiplex microsphere protease cleavage assay, flow cytometry; inhibition, % at 10 µM; 0.22% of 360,000 active; in the data active = inhibition above about 35%, passing the limit was not always enough; note: plate controls were buffer without enzyme for full effect and enzyme alone for no effect
* = called active by the depositor. Cut-off read from the data, not from the text of the source, unless noted: active = inhibition above about 30%; inconclusive = no clear call, values can overlap the other calls; inactive = below that. This is a subset; count on the stated rates, not on these rows.

Cc1[nH]c2ccccc2c1CC(=O)Nc1ccc(Nc2cccnc2)c(-c2cccc(Cl)c2)c1 was read as CCHFV vOTU inh -7.7 and PrPC TRFRET 3.8.
For CC(CNC(=O)[C@@H](Cc1ccccc1)NC(=O)[C@H]1O[C@@H](n2ccc(=O)[nH]c2=O)[C@H](O)[C@@H]1O)c1ccccc1 (some centres not stated) the results were CCHFV vOTU inh -7.6 and PrPC TRFRET 0.3.
For CC(C)CNc1ccc2c(c1)OC[C@@H](CC(C)C)NS2(=O)=O the results were CCHFV vOTU inh 8.9 and PrPC TRFRET -4.2.
`COc1ccccc1C(=O)NC1CCCCN(Cc2cccc(C(F)(F)F)c2)C1=O` (configuration not stated) gave CCHFV vOTU inh 18.8 and PrPC TRFRET 20.0.
Screening Cc1ccc(C(=O)NC2CCCCN(C(C)C)C2=O)cc1 (configuration not stated) returned CCHFV vOTU inh 4.5 and PrPC TRFRET 5.8.
For COc1ccc(-n2c(SCC(=O)Nc3ccccc3-c3ccccc3)nnc2-c2ccccc2)cc1 the results were CCHFV vOTU inh 9.0 and PrPC TRFRET -7.0.
Screening COC(=O)[C@]12C[C@H](CC(=O)N3CCCCC3)C(=O)N(Cc3cccc4ccccc34)C1=C[C@H](C1CCCC1)O[C@@H]2C returned CCHFV vOTU inh 6.7 and PrPC TRFRET 4.1.
For O=C(C[C@H]1CC[C@@H](NC(=O)Nc2ccc3c(c2)OCO3)[C@@H](CO)O1)NCc1ccccc1 the results were CCHFV vOTU inh -5.5 and PrPC TRFRET 2.5.
For CCCCCCN(C(=O)CCCCCN1C(=O)NC(c2ccccc2)C(C(=O)OCc2ccccc2)=C1C)C(C(=O)NCCCC)c1ccc(OCC(=O)OC)c(C(=O)OC)c1 (configuration not stated) the results were DUSP3 inh 11.1, CCHFV vOTU inh 23.9 and PrPC TRFRET 0.7.
Screening NC(=O)CC(NC(=O)c1cccc(Br)c1)c1ccc(NCCN2CCOCC2)c([N+](=O)[O-])c1 (configuration not stated) returned DUSP3 inh 7.2, CCHFV vOTU inh 2.1 and PrPC TRFRET -12.5.
CCCCCCN(C(=O)CCCCCN1C(=O)NC(c2ccc(-c3ccccc3)cc2)C(C(=O)OCc2ccccc2)=C1C)C(C(=O)NCCCC)C1CCCCC1 (configuration not stated) was read as DUSP3 inh 18.7, CCHFV vOTU inh -1.1 and PrPC TRFRET 0.8.
For CCN(CC)CCCN1C(=O)C(=O)/C(=C(/O)c2ccc3c(c2)OCCO3)C1c1ccc(C)o1 (configuration not stated) the results were DUSP3 inh -0.9, CCHFV vOTU inh -4.9 and PrPC TRFRET 7.3.
`Cc1ccc2nc3n(c(=O)c2c1)-c1ccccc1C(=O)NC3Cc1ccc(O)cc1` (configuration not stated) gave CCHFV vOTU inh 16.2, PrPC TRFRET 8.3 and Rv3671c inh -0.8.
For Cc1ccc2c(c1)-n1c(nc3ccc(Cl)cc3c1=O)C(CC(C)C)NC2=O (configuration not stated) the results were CCHFV vOTU inh -0.7, PrPC TRFRET 10.4 and Rv3671c inh 0.5.
Cc1ccc2c(c1)-n1c(nc3ccc(C)cc3c1=O)C(Cc1ccc(O)cc1)NC2=O (configuration not stated) was read as CCHFV vOTU inh 2.6, PrPC TRFRET 7.7 and Rv3671c inh 0.5.

Next section, starting with the last 2 of the part before.
For Cc1ccc2c(c1)-n1c(nc3ccc(Cl)cc3c1=O)C(CC(C)C)NC2=O (configuration not stated) the results were CCHFV vOTU inh -0.7, PrPC TRFRET 10.4 and Rv3671c inh 0.5.
Cc1ccc2c(c1)-n1c(nc3ccc(C)cc3c1=O)C(Cc1ccc(O)cc1)NC2=O (configuration not stated) was read as CCHFV vOTU inh 2.6, PrPC TRFRET 7.7 and Rv3671c inh 0.5.
`O=C1NC(Cc2ccc(O)cc2)c2nc3cc(F)ccc3c(=O)n2-c2cc(Cl)ccc21` (configuration not stated) gave CCHFV vOTU inh -6.8, PrPC TRFRET 13.7 and Rv3671c inh -4.6.
CC(C)CC1NC(=O)c2ccc(Cl)cc2-n2c1nc1ccc(F)cc1c2=O (configuration not stated) was read as CCHFV vOTU inh 1.9, PrPC TRFRET -4.0 and Rv3671c inh 13.0.
Cc1ccc2c(c1)-n1c(nc3ccccc3c1=O)C(Cc1ccccc1)NC2=O (configuration not stated) was read as CCHFV vOTU inh -9.0, PrPC TRFRET 4.8 and Rv3671c inh 2.5.
`O=C1NC(Cc2ccc(O)cc2)c2nc3ccccc3c(=O)n2-c2cc(Cl)ccc21` (configuration not stated) gave CCHFV vOTU inh -1.6, PrPC TRFRET 11.6 and Rv3671c inh 1.4.
`CC1=C(C(=O)OCc2ccccc2)C(c2ccc(-c3ccccc3)cc2)NC(=O)N1CCCC(=O)O` (configuration not stated) gave CCHFV vOTU inh 13.8, PrPC TRFRET -2.9 and Rv3671c inh -16.0.
For O=C(NCc1cc(C(F)(F)F)ccc1Cl)c1cccc2c1C(=O)c1ccc(Cl)cc1S2(=O)=O the results were CCHFV vOTU inh -1.0, PrPC TRFRET 11.9 and Rv3671c inh -6.0.
`CC(C)CC1NC(=O)c2cc(Cl)ccc2-n2c1nc1cc(F)ccc1c2=O` (configuration not stated) gave CCHFV vOTU inh 13.5, PrPC TRFRET 9.4 and Rv3671c inh 1.3.
Screening CC(C)CC1NC(=O)c2ccccc2-n2c1nc1ccc(Cl)cc1c2=O (configuration not stated) returned CCHFV vOTU inh 6.5, PrPC TRFRET 2.8 and Rv3671c inh 9.5.
Screening COc1ccc([C@@H]2C[C@@H](c3ccccc3)Oc3c(C)ccc(C(C)C)c32)cc1 returned CCHFV vOTU inh 16.9, PrPC TRFRET -0.8 and Rv3671c inh 1.9.
For Cc1ccc2c(c1)-n1c(nc3cc(C)ccc3c1=O)C(Cc1ccccc1)NC2=O (configuration not stated) the results were CCHFV vOTU inh 21.9, PrPC TRFRET 12.1 and Rv3671c inh -0.3.
Screening Cc1cc(C)cc(C(O)c2ncc(-c3ccc(F)cc3)[nH]2)c1 (configuration not stated) returned BoNT A protease -0.1, Anthrax LF prot -0.8 and BoNT F protease -3.1.
CCN(CC)C(=O)c1cccc(-c2csc(C(C)(O)c3ccc(F)c(F)c3)n2)c1 (configuration not stated) was read as BoNT A protease 0.3, Anthrax LF prot -0.2 and BoNT F protease -7.7.
Screening CC12CCC(=O)C=C1CCC1C2C(O)CC2(C)C1CCC2(O)C(=O)COC(=O)CCC1CCCC1 (configuration not stated) returned BoNT A protease 0.3, Anthrax LF prot -3.0 and BoNT F protease -4.2.
Screening CCCS(=O)(=O)NC(=O)C1(C)CCN(C(=O)c2ccc3ccccc3n2)C1 (configuration not stated) returned BoNT A protease 0.7, Anthrax LF prot 3.3 and BoNT F protease 3.8.
Screening Cc1ccc(Cc2c(-c3ccc(F)cc3)nc3c(C)cc(Br)cn23)cc1 returned BoNT A protease 2.4, Anthrax LF prot -2.3 and BoNT F protease -6.9.
For COCCNC(=O)C1(C)CCCN(Cc2csc(-c3ccc(Cl)cc3)n2)C1 (configuration not stated) the results were BoNT A protease 0.2, Anthrax LF prot 0.4 and BoNT F protease -5.8.
For OCc1ccccc1-c1cccc2nccn12 the results were BoNT A protease 2.8, Anthrax LF prot 1.1 and BoNT F protease -0.3.
`O=C1C(=O)C(Cl)=C(Cl)C(Cl)=C1Cl` gave BoNT A protease -0.5, Anthrax LF prot -0.5 and BoNT F protease -5.2.
Cc1cc(C(O)c2ncc(-c3ccccc3)[nH]2)ccc1F (configuration not stated) was read as BoNT A protease 0.2, Anthrax LF prot 4.9 and BoNT F protease -0.9.
Cc1cc2nc(-c3ccc(Cl)cc3)c(Cc3cccc(F)c3)n2c(C)c1Br was read as BoNT A protease 1.9, Anthrax LF prot -1.3 and BoNT F protease -1.2.
For Cc1cc(Cl)ccc1C(O)c1ncc(-c2ccc(F)cc2)[nH]1 (configuration not stated) the results were BoNT A protease -0.2, Anthrax LF prot -6.9 and BoNT F protease -4.3.
For O=C(CN1CCCC1)Nc1nc(-c2ccc(Cl)cc2)cs1 the results were BoNT A protease 0.3, Anthrax LF prot -5.5 and BoNT F protease 2.4.
For COc1cc(/C=C/CNC[C@H]2O[C@@H](n3cnc4c(N)ncnc43)[C@H](O)[C@@H]2O)ccc1O the results were BoNT A protease -1.0, Anthrax LF prot -3.1 and BoNT F protease -8.1.
`COc1cc(CCN=Cc2ccccc2O)c([N+](=O)[O-])cc1OC` gave BoNT A protease -0.9, Anthrax LF prot 3.2 and BoNT F protease -6.6.
`CC1(C)CC(N2CCOCC2)=CC(=S)N1` gave BoNT A protease -0.5, Anthrax LF prot -3.6 and BoNT F protease -2.9.
Screening CN(Cc1cccc(-c2ccncc2)c1)C(=O)Oc1ccccc1Cc1ccccc1 returned BoNT A protease 0.2, Anthrax LF prot -2.8 and BoNT F protease -0.7.
Screening Cc1cccnc1C(NC(=O)C1CCN(Cc2ccc(Oc3ccccc3)cc2)CC1)c1ccccc1 (configuration not stated) returned BoNT A protease -0.1, Anthrax LF prot -0.1 and BoNT F protease -4.7.
For CCCS(=O)(=O)NC(=O)C1(C)CCCN(C(=O)c2ccc3c(c2)OCO3)C1 (configuration not stated) the results were BoNT A protease 0.4, Anthrax LF prot -3.6 and BoNT F protease -1.3.
For CC1Oc2ccc(C#N)cc2N(Cc2ccc(F)cc2)C1=O (configuration not stated) the results were BoNT A protease 0.2, Anthrax LF prot -3.8 and BoNT F protease 2.6.
Screening CCCOc1ccc(F)cc1-c1cc(C(=O)NCc2ccc(C(F)(F)F)cc2)[nH]n1 returned BoNT A protease -0.7, Anthrax LF prot -2.0 and BoNT F protease -5.3.
Screening CC(C)C1CN1CC(O)Cn1ccnc1[N+](=O)[O-] (configuration not stated) returned BoNT A protease -0.3, Anthrax LF prot -7.5 and BoNT F protease -5.9.
For CCOC(=O)[C@]12Cc3cc(Cl)ccc3[C@H]1N(CC(=O)OC)C(=O)c1ccccc12 the results were BoNT A protease 0.1, Anthrax LF prot 1.1 and BoNT F protease -2.1.
COc1ccc(C(O)c2ncc(-c3cccc(OCc4ccccc4)c3)[nH]2)cc1F (configuration not stated) was read as BoNT A protease -0.3, Anthrax LF prot 4.9 and BoNT F protease -2.6.
For O=C(Nc1cccc(OC(F)(F)F)c1)c1cccc2c(-c3cccnc3)coc12 the results were BoNT A protease 0.1, Anthrax LF prot 3.3 and BoNT F protease -6.2.
`CCNC(=O)C1(C)CCN(C(=O)c2cccs2)C1` (configuration not stated) gave BoNT A protease -0.4, Anthrax LF prot -2.6 and BoNT F protease -3.4.
COCCNC(=O)C1(C)CCN(Cc2noc(-c3c(C)noc3C)n2)C1 (configuration not stated) was read as BoNT A protease 0.3, Anthrax LF prot 3.2 and BoNT F protease 5.6.
For CCc1nc2c(OCc3ccc(C(=O)OC)cc3)cccn2c1N(C)C(=O)C(C)C the results were BoNT A protease 0.0, Anthrax LF prot -0.7 and BoNT F protease 0.3.
Screening O=C(NC(c1ccc(Cl)cc1)c1cnccn1)C1CCN(CCCc2ccccc2)CC1 (configuration not stated) returned BoNT A protease -0.1, Anthrax LF prot -4.1 and BoNT F protease -5.8.
Screening CCc1nc2c(OCc3cccc(Cl)c3)cccn2c1N(C)C(=O)C(C)C returned BoNT A protease -0.1, Anthrax LF prot 2.0 and BoNT F protease -2.3.
For CC1(Cc2cc(Cl)ccc2C(F)(F)F)C(=O)Nc2ccc(OC(F)(F)F)cc21 (configuration not stated) the results were BoNT A protease -0.2, Anthrax LF prot 4.7 and BoNT F protease -4.1.
Screening CCOC(=O)[C@]12Cc3cc(Cl)ccc3[C@H]1N(C1CCCCC1)C(=O)c1ccccc12 returned BoNT A protease -0.2, Anthrax LF prot 0.0 and BoNT F protease -9.1.
CN1CCN(c2ncnc3c2ncn3[C@H]2CN(Cc3ccco3)C[C@@H](CO)O2)CC1 was read as BoNT A protease 0.6, Anthrax LF prot 1.4 and BoNT F protease 4.0.
Screening Nc1ncnc2c1ncn2C1OCC(O)C1O (configuration not stated) returned BoNT A protease 0.2, Anthrax LF prot 3.7 and BoNT F protease -3.2.
Screening COC(=O)c1c[n+]([O-])ccc1OC returned BoNT A protease -0.1, Anthrax LF prot -0.2 and BoNT F protease 7.4.
CN(CCOc1ccccc1)Cc1ccccc1 was read as BoNT A protease -0.5, Anthrax LF prot 4.6 and BoNT F protease -0.8.
Screening COCCNc1nc(-c2ccccc2CO)c2sc(-c3ccccc3)cc2n1 returned BoNT A protease 5.7, Anthrax LF prot 3.7 and BoNT F protease 0.9.
`O=C(NCc1cccc(C(F)(F)F)c1)c1[nH]c(C(F)(F)F)nc1-c1ccccc1` gave BoNT A protease -0.8, Anthrax LF prot 8.9 and BoNT F protease -12.8.

Retrieved one by one from above (two):
Screening CC(C)C1CN1CC(O)Cn1ccnc1[N+](=O)[O-] (configuration not stated) returned BoNT A protease -0.3, Anthrax LF prot -7.5 and BoNT F protease -5.9.
Screening Nc1ncnc2c1ncn2C1OCC(O)C1O (configuration not stated) returned BoNT A protease 0.2, Anthrax LF prot 3.7 and BoNT F protease -3.2.
